Source: PubChem BioAssay
SUMO1 PPI mod = modulators of human SUMO1-mediated protein-protein interactions. SUMO1 binding to a labelled peptide, TR-FRET, 1 h. inhibition, % at 20 µM. actives 0.33% (n = 360,000); in the data active = inhibition above about 37%
DNMT1 inh = blocks human DNA methyltransferase DNMT1. P26358. DNMT1 molecular beacon, Hinp1I cleavage, fluorescence. inhibition (reported as % activation of signal), % at 10 µM. actives 0.83% (n = 360,000); in the data active = inhibition above about 50%
Target sequence (P26358 504-1616 limits assumed): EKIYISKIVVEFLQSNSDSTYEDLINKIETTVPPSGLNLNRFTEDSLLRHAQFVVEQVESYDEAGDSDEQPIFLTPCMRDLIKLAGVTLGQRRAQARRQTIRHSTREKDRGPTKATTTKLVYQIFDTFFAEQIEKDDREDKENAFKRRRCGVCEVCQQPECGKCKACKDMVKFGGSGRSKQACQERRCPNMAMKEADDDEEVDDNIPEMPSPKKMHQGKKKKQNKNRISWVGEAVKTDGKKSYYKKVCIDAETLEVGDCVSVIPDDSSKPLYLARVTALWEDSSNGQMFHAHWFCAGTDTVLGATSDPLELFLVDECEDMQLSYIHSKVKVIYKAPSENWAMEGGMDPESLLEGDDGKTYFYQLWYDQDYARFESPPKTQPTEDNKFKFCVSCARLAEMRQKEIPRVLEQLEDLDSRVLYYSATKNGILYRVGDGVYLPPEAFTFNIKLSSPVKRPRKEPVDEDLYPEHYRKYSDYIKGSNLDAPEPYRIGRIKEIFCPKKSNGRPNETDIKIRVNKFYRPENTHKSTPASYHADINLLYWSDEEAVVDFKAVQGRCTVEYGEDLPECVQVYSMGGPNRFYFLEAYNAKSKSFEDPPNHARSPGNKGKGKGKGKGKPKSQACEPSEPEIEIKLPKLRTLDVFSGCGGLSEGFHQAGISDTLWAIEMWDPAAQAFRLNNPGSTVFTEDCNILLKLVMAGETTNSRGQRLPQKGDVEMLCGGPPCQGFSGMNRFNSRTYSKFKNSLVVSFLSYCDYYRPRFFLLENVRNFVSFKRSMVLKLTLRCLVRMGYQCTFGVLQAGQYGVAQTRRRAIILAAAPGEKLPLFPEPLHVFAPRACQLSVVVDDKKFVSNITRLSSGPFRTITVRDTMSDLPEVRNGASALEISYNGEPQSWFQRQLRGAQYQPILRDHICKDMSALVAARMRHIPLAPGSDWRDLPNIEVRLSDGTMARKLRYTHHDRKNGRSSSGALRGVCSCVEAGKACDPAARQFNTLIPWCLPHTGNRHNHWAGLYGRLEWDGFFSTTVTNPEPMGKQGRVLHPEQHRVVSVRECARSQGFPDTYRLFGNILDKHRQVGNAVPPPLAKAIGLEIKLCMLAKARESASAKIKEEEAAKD
Scp-1 inhibitor = inhibitors of human Scp-1 phosphatase; Recombinant Scp1, phosphopeptide, malachite green phosphate absorbance; inhibition, % at 20 µM; actives 0.88% (n = 340,000);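 active = inhibition above about 50% at 20 µM, limit read from the data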;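 also: plate controls were DMSO wells with enzyme for no effect and wells lacking enzyme for full effect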
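Material – SCP-1 phosphatase catalytic domain, residues 76-261 · Buffer or medium – Acidic Tris acetate buffer with magnesium and detergent · Also added – Phospho 17-mer peptide substrate · Compound – single 20 µM dose, 1% DMSO · Times – 45 min room-temperature reaction, 5 min colour, 30 min stabiliser · Technique – Phosphate-binding colour reagent, absorbance read at 630 nm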
Rpn11 inh = inhibitors of human proteasome Rpn11 | calls only at 20 µM | O00487 | human 26S proteasome, Ub4-pepOG fluorescence polarization; 20S core pre-blocked with epoxomicin | actives 0.59% (n = 360,000) | AID 588493;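 active = inhibition at 20 µM, scaled to each plate's controls, above about 33%, limit read from the data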
TbMetRS inhib = blocks T. brucei methionyl-tRNA synthetase activity; actives 0.4% (n = 360,000); inhibition, % at 11.9 µM; purified T. brucei MetRS, ATP depletion, Kinase-Glo luminescence;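 active = inhibition above a per-plate cutoff of the control wells' mean inhibition plus 3 SD, cut at about 5.5% in these data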;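 also: 0% = DMSO wells median and 100% = median of wells with control inhibitor compound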
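Material: parasite MetRS enzyme / Replication: singlicate, one well per compound / Signal: luminescence of leftover ATP / Schedule: 2 h aminoacylation at 25 °C after 15 min preincubation / Medium: HEPES-MgCl2-KCl buffer plus DTT, spermine, BSA, pyrophosphatase / Doses: 11.9 µM single point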
NadD inh = inhibitors of Staphylococcus aureus NadD; purified NadD enzyme, colorimetric absorbance read-out; inhibition, % at 20 µM; actives 0.78% (n = 360,000); AID 602399; in the data active = inhibition above about 26%; also: some compounds past the cut are filed as inactive
LMPTP block = blocks human LMPTP phosphatase; P24666; recombinant LMPTP-A, OMFP fluorogenic substrate, fluorescence intensity; inhibition, % at 20 µM; actives 0.22% (n = 360,000); AID 651560;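 active = compounds that cut the enzyme signal by at least half of the control window in the single-dose screen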;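 also: plate controls were DMSO wells with enzyme plus substrate for no effect and substrate without enzyme for full effect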
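Buffer or medium: Bis-Tris pH 6.0, DTT, detergent; Assay system: LMPTP-A enzyme; Quantity: 0.625 nM enzyme; Detection: endpoint fluorescence intensity; Times: 50 min dark incubation at room temperature; Controls: substrate-only low control, DMSO enzyme-plus-substrate high control; Doses: single 20 µM dose; Read-out: percent inhibition versus substrate-only and uninhibited controls; Reagent: 400 µM OMFP.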
CSN deneddyl inh = CSN deneddylation inhibition; Q92905; Purified CSN, SCF-Nedd8-OG deneddylation, fluorescence polarization; inhibition, % at 12.5 µM; actives 0.38% (n = 360,000); AID 651999;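 active = pattern-corrected inhibition above about 35%, with an unprinted fluorescence ratio check between 0.5 and 1.5, limit read from the data, passing the limit was not always enough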;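 also: 0% = enzyme with substrate and 100% = substrate without enzyme; some results filed as inactive read as strong as hits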
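assay system = purified human Csn5 enzyme expressed in HEK293T cells | amount = 0.24 nM enzyme | buffer or medium = Tris/NaCl/DTT buffer, pH 7.5 | reagent = 10 nM SCFSkp2-Nedd8OG | compound = one concentration, 12.5 µM, 0.25% DMSO | times = 90 min reaction at room temperature | signal = FP | read-out basis = % inhibition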
MsrA inh = inhibits bovine methionine sulfoxide reductase A | purified bovine MsrA, absorbance read-out | inhibition, % at 15.5 µM | actives 0.75% (n = 360,000); in the data active = inhibition above about 4.5%;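 also: 0% = vehicle wells with enzyme and 100% = reference inhibitor wells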
STEP block = blocks human striatal-enriched tyrosine phosphatase | inhibition, % at 20 µM | actives 0.25% (n = 360,000) | recombinant STEP, OMFP fluorogenic substrate, fluorescence | P54829;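 active = inhibition at 20 µM, scaled per plate between control wells, above about 37%, limit read from the data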;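 also: 0% = DMSO with enzyme and substrate and 100% = substrate only without enzyme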
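medium = Bis-Tris buffer pH 6.0, 2.5 mM DTT, 0.005% Tween 20 | test system = STEP (striatal-enriched tyrosine phosphatase) enzyme, cell-free | measure = normalized % inhibition | compound dosing = 20 µM, 1% DMSO | also added = 25 µM OMFP | schedule = reaction 20 min, ambient temperature | measured by = fluorescence read at 480 nm ex / 540 nm em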
The depositor's hits bear a star; i = inactive; nt = no result given; + = active, no number. An excerpt; count on the stated rates, not on these rows.

Structure	CSN deneddyl inh	SUMO1 PPI mod	STEP block	TbMetRS inhib	MsrA inh	LMPTP block	Scp-1 inhibitor	DNMT1 inh	Rpn11 inh	NadD inh
CC(=O)N1N=C2C3CCN(CC3)C2C1c1ccc(F)cc1 (stereo not drawn)	-6	1	-2	0.4	1.2	-0.7	0	0	i	-4
Cc1ccccc1CCNCc1cc2cccc(C)c2[nH]c1=O	-1	4	-1	-1.2	2.1	-2.0	2	5	i	-5
O=C1/C(=C\c2ccc([N+](=O)[O-])cc2)N2CCC1CC2	0	-15	-4	-0.2	4.1	-1.0	-3	0	i	2
COc1cc2c3cc1Oc1cc(ccc1O)C[C@@H]1c4c(cc(OC)c(O)c4Oc4cccc(c4)C[C@@H]3N(C)CC2)CC[N+]1(C)C	-3	1	-2	-0.4	-0.4	4.9	-9	-2	i	5
CC(=O)Nc1ccc(N=Cc2c(O)n(Cc3ccco3)c(=O)[nH]c2=O)cc1	2	55*	6	0.1	5.2*	1.1	72*	2	i	4
O=C(N/N=C/c1c(O)n(-c2ccccc2)c(=O)[nH]c1=O)c1ccncc1	11	-12	-2	0.3	2.5	-2.2	-5	2	i	-3
Cc1ccc(NC(=O)c2cc(-c3ccccc3)n(CCCN3CCOCC3)c2C)cc1	1	3	0	-0.3	-0.1	-4.1	-11	2	i	-4
COCCN1C(=O)NC(=O)/C(=C\c2ccc(F)cc2)C1=O	-2	3	1	0.4	0.6	-1.2	-8	-2	i	4
CN(C)c1nc(OCCNC(=O)COc2ccc(Cl)cc2Cl)nc(N2CCCCC2)n1	0	-3	-1	-0.6	nt	1.1	0	-2	i	1
CC(C)(C)N(NC(=O)c1ccccc1)C(=O)c1ccccc1	-8	2	2	-0.7	0.4	-0.8	1	3	i	-6
O=C1C2C3CCC(O3)C2C(=O)N1c1cccc(F)c1 (stereo not drawn)	3	4	-2	-0.8	-1.3	0.3	-8	10	i	-6
O=[As](O)(O)c1ccc(N=Nc2ccc(O)cc2)cc1	0	-31	-3	-0.6	3.4	-1.1	6	-2	i	-10
NC(N)=N/N=C/c1ccc(N2CCOCC2)cc1	2	-12	-3	-0.5	4.4	2.1	-19	1	i	-6
C1=C(c2c[nH]c3ccccc23)CCN(Cc2ccccc2)C1	3	-21	4	0.3	1.1	5.5	-1	-5	i	2
Cc1ccc(S(=O)(=O)N2CCCC(C(=O)N3CCC4(CC3)OCCO4)C2)cc1 (stereo not drawn)	2	4	-1	-0.8	-1.7	-0.3	0	-2	i	0
COc1cc(C(CN)CC(=O)O)ccc1O (stereo not drawn)	-5	0	3	-0.8	0.0	-2.1	-2	1	i	-6
CC1(C)CC(n2[nH]c(=O)c3c2NC(=O)CSC3c2ccccc2)CCO1 (stereo not drawn)	-2	-2	-4	-1.0	0.7	-1.1	-7	4	i	-1
Cc1c2cnn(CC(=O)N3CCC4(CC3)OCCO4)c(=O)c2c(C)n1Cc1ccc(F)cc1	4	-1	-1	-1.1	0.2	0.1	-6	1	i	-5
O=C(O)c1ccccc1N=Nc1c(O)[nH]c(=O)[nH]c1=O	-1	-16	0	0.2	1.8	-1.3	16	3	i	-1
Cc1ccc(Cn2nc(C(=O)Nc3ccc(Br)cc3)cc2C)cc1	4	3	2	-1.1	1.3	4.0	-9	-5	i	-3
O=C1CCCN1c1ccc(S(=O)(=O)O)cc1 (tested in a mixture with another compound)	5	-2	-2	-0.5	-1.2	-1.5	-11	2	i	0
COC(=O)C1=C(c2ccc(OCc3ccccc3)cc2)C[C@@H]2CC[C@H]1N2C(=O)NCc1ccc([N+](=O)[O-])cc1	4	5	6	0.1	0.1	9.3	68*	-15	i	-5
CCN1C(=O)C(=Cc2cc(C)n(C3CC3)c2C)C(=O)N(CC)C1=S	32	3	-9	-0.3	-0.4	1.3	-11	0	nt	0
CN1CCC2(CC1)NC(=O)C1=C(CN(C)CC1)N2	-1	-4	4	-0.7	0.7	-10	0	3	i	5
CCC[C@H](N[C@@H](CCC)[C@H](O)c1ccccc1)[C@H](O)c1ccccc1	-2	1	-2	-0.4	-0.1	0.1	-10	2	i	-12

(further entries)
Structure	CSN deneddyl inh	SUMO1 PPI mod	STEP block	TbMetRS inhib	MsrA inh	LMPTP block	Scp-1 inhibitor	DNMT1 inh	Rpn11 inh	NadD inh
COc1ccc2c(c1OC)C(=O)OC2c1c(O)n(C2CCCCC2)c(=O)[nH]c1=O (stereo not drawn)	8	5	-18	-1.0	0.6	-0.2	-2	-5	i	3
COC(=O)C1=C(c2ccc(S(C)(=O)=O)cc2)C[C@@H]2CC[C@H]1N2C(=O)NCCCOC(C)C	-4	-2	1	-0.4	1.0	-1.7	0	6	i	-1
CCCCNS(=O)(=O)c1ccc(OCC(=O)N2CCN(Cc3ccc4c(c3)OCO4)CC2)cc1	-2	5	0	-0.3	-1.2	-0.6	-5	0	i	1
O=C(Nc1cccc(OC(=O)N2CCCCC2)c1)N1CCOCC1	6	3	0	-1.5	-1.1	-0.6	2	2	i	1
Fc1ccc2c(c1)nnn2C1CCN(Cc2nnnn2CCc2ccccc2)CC1	-5	-4	-1	-0.1	-0.9	-0.9	-10	-5	i	3
CNC(=O)Oc1ccc(N(C)C)cc1C(C)C	0	-2	1	-0.4	-0.2	-1.0	6	9	i	-4
c1ccc(CCN2CCC(N3CCN(c4ccccc4)CC3)CC2)cc1	-6	4	-3	-0.5	-0.1	1.3	2	-3	i	0
CCN(CC)c1ccc(/C=C/[N+](=O)[O-])cc1	23	-14	-2	-0.3	-0.7	1.9	10	1	+	-2
N#Cc1ccccc1Cn1cc(C(=O)c2ccco2)c2ccccc21	0	2	1	-0.5	1.3	1.6	-6	-8	i	-6
CC(C)[N+](C)(CCC(C(N)=O)(c1ccccc1)c1ccccc1)C(C)C	-1	1	-1	0.0	-1.0	-0.7	99*	3	i	11
CCOC(=O)c1c(C)n(C(C)C)c2ccc(OC)cc12	-5	1	2	0.1	-0.6	-0.8	-14	1	i	-4
CCN(CC)C(=O)c1ccc(NC(=O)c2ccc(-c3nn(C)c(=O)c4ccccc34)cc2)cc1	5	-3	1	-0.8	2.5	0.5	-1	-1	i	11
CNC(=S)N1CCN(CCN=Cc2c(O)n(-c3ccc(C)cc3)c(=S)[nH]c2=O)CC1	-8	2	2	-1.0	4.7*	-2.5	-4	2	i	-2
CC(C)CCOP(N)(=O)Oc1ccccc1Cl (stereo not drawn)	0	0	1	0.2	0.0	-0.7	-3	-1	i	-11
CC1=CC(C)CC(C)OC(=O)CC(c2ccc(O)cc2)NC(=O)C(Cc2c(Br)[nH]c3ccccc23)N(C)C(=O)C(C)NC(=O)C(C)C1 (stereo not drawn)	2	0	-2	-0.4	0.9	1.9	-10	-15	i	10
CCOc1cc(CNCCc2c[nH]c3ccccc23)cc(Cl)c1OCC	-16	-3	2	0.7	-0.3	-2.9	8	-5	i	-4
Clc1cccc(C2NCCc3[nH]cnc32)c1 (stereo not drawn)	-1	4	3	-0.6	-0.6	-1.2	-14	-2	i	-1
COC(=O)C1=C(c2ccc(F)cc2OCc2ccccc2)C[C@@H]2CC[C@H]1N2C(=O)NCc1ccco1	5	3	1	-0.2	1.4	-0.1	2	10	i	8
Cc1ccccc1CN1CCN(c2ccc(Cl)cc2)CC1	-2	4	3	0.0	0.3	0.5	-5	1	i	-1
COc1cccc(CN2CCN(Cc3cccc(F)c3)CC2)c1	-5	6	0	0.3	-0.1	-1.7	-4	0	i	4
CC[C@H]1CN2CCC1C[C@@H]2[C@H](O)c1ccnc2ccc(OC)cc12 (stereo partly drawn)	1	0	-4	0.1	1.9	-1.9	-9	-1	i	2
COc1ccc(-n2nnnc2C(C2CC2)N2CCC3(CC2)C(=O)NCN3c2ccccc2)cc1 (stereo not drawn)	-1	5	6	-0.9	-0.2	1.9	nt	-5	i	8
CN(C)c1ccc(/C=C2\CC3C4CC=C5CC(O)CCC5(C)C4CCC3(C)C2=O)cc1 (stereo not drawn)	-1	-2	2	-0.8	-0.6	0.0	-2	-4	i	15
CN1CCCN(C(=O)COc2ccc(F)cc2Cl)CC1	-1	4	-4	-0.3	-0.7	-0.2	-9	4	i	-6
COc1ccc(Oc2cc(NC(=O)c3nn(C)cc3[N+](=O)[O-])cc([N+](=O)[O-])c2)cc1	-1	-9	0	0.2	3.1	1.2	-14	-5	i	-6

(next part)
Structure	CSN deneddyl inh	SUMO1 PPI mod	STEP block	TbMetRS inhib	MsrA inh	LMPTP block	Scp-1 inhibitor	DNMT1 inh	Rpn11 inh	NadD inh
CCOc1ccc(-n2c(CC)nc3ccccc3c2=O)cc1	1	-5	0	-0.2	0.8	0.7	-15	4	i	5
Cc1cc(OCC(=O)NCc2cccnc2)c2c3c(c(=O)oc2c1)CCCC3	4	1	0	-0.4	1.7	-0.2	2	5	i	0
CC12CCC(O)CC1CCC1C2CCC2(C)C(C(=O)CC(O)C(F)(F)F)CCC12 (stereo not drawn)	0	-1	-4	-0.1	0.4	1.5	7	34	i	-3
O=C(C(=O)N1CCOCC1)c1cn(Cc2ccccc2Cl)c2ccccc12	-3	1	-1	-0.5	1.2	-0.7	0	-2	i	-9
COc1cc(C(=O)OC2C[C@H]3CC[C@@H](C2)N3C)ccc1O (stereo partly drawn)	6	-2	-2	-1.1	0.7	-1.2	-6	4	i	-8
CCC(CO)Nc1ccc([N+](=O)[O-])c2cccnc12 (stereo not drawn)	-2	-36	6	0.8	0.1	5.7	-5	-9	i	-2
Cc1cc(C(=O)Nc2ccc3c(c2)OCCO3)nn1C(C)(C)C	-2	5	-2	-1.4	-0.5	0.5	-19	6	i	-1
Cc1cccc(C)c1-n1nnnc1C(c1cccs1)N1CCC(n2c(=O)[nH]c3ccccc32)CC1 (stereo not drawn)	68*	11	1	0.2	-0.5	4.4	nt	-36	i	8
c1ccc(CC(NCc2ccco2)c2ccccc2)cc1 (stereo not drawn)	-13	1	-3	-0.7	-0.3	4.1	14	7	i	1
O=C(CCCc1ccccc1)NCCc1cnc[nH]1	1	2	-1	-0.7	-0.7	-1.2	-3	1	i	2
CC1([N+](=O)[O-])COP(=O)(Nc2ccc(Cl)cc2)OC1 (stereo not drawn)	-1	-1	0	-0.3	0.8	-2.0	5	-6	i	-1
